High-throughput results (PubChem BioAssay)
Myeloid diff MLP – induction of myeloid progenitor differentiation, primary screen, cell-based, flow cytometry, MLPCN library. 360,000 compounds, 1% hits. calls only at 10 µM. AID 624256, 2012. ER-HoxA9 myeloid progenitors, lysozyme-GFP differentiation;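 active = normalized GFP-positive differentiation at or above the plate's own cutoff, the solvent-only control mean plus 3 SD; inconclusive = no clear call, values can overlap the other calls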;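 also: cells exposed to compound for four days before flow analysis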
Myeloid diff MLP GFP+ MAC1+ % – second read-out of Myeloid diff MLP, no call of its own (marks repeat the call); GFP+ MAC1+ double positive, %; measured here: differentiation confirmed by MAC1 staining
* marks the source's active call; other numbers are inactive results; i = inactive; ? = inconclusive; . = not tested or not shown.

The opening 3 compounds (preview)
SMILES | Myeloid diff MLP | Myeloid diff MLP GFP+ MAC1+ %
CCc1nc2c(OCc3ccc(OC)cc3)cccn2c1N(C)C(=O)c1ccco1 | i | 0.5
COc1cccc(Cn2cnc(-c3ccccc3OC)c2C2CC2)c1 | i | 1.3
CN1CCN(C(=O)c2cc3c(c(-c4cccc(-c5cccnc5)c4)n2)[C@H](CCO)N(C(=O)CC2CC2)C3)CC1 | i | 0.5

All compounds of this part, from the start:
SMILES | Myeloid diff MLP | Myeloid diff MLP GFP+ MAC1+ %
CCc1nc2c(OCc3ccc(OC)cc3)cccn2c1N(C)C(=O)c1ccco1 | i | 0.5
COc1cccc(Cn2cnc(-c3ccccc3OC)c2C2CC2)c1 | i | 1.3
CN1CCN(C(=O)c2cc3c(c(-c4cccc(-c5cccnc5)c4)n2)[C@H](CCO)N(C(=O)CC2CC2)C3)CC1 | i | 0.5
O=C1CS(=O)(=O)N(Cc2ccccc2F)c2ccc(Br)cc21 | i | 1.2
Cc1ccc2c(CN3CCN(c4ccc(Cl)c(Cl)c4)CC3)cc(=O)oc2c1 | i | 0.7
O=C(NCc1ccncc1)[C@@H]1CCCN1C(=O)[C@@H]1CCCN1C(=O)c1c(F)cccc1F | i | 3.4
O=C(N/N=C/c1ccncc1)c1ccncc1 | i | 0.7
O=C(CN1C(=O)c2ccccc2C1=O)NCC(=O)Nc1ccccc1 | i | 0.5
CC1(C(=O)O)CCCN(C(=O)C2(c3ccc(Cl)cc3)CCCC2)C1 (configuration not stated) | i | 0.6
Cc1ccc(Cc2c(-c3ccc(C#N)cc3)nc3ccc(Br)cn23)cc1 | i | 1.1
CCc1ccc([C@H]2[C@@H]3C(=O)C[C@@H]4C(=O)N(c5ccccc5)C(=O)[C@@H]4[C@@H]3CN2S(=O)(=O)c2ccc(C)cc2)cc1 | i | 0.2
CCOc1cc(C(=O)Nc2ccc(C(=O)NCCN(CC)CC)cc2)ccc1OCC(=O)N1CCOCC1 | i | 0.7
CC(C)C[C@H]1CNC(=O)C(=O)N1C[C@@H]1CCCN1C[C@H](Cc1ccccc1)N1C[C@H](CC(C)C)N(CCc2ccccc2)C(=O)C1=O | i | 0.7
COc1cc(C(=O)OCC(=O)NCCC2=CCCCC2)cc(OC)c1OC | i | 0.6
Cc1nnc(SCC2=C(C(=O)O)N3C(=O)C(NC(=O)COc4ccccc4)C3SC2)s1 (configuration not stated) | i | 0.5
O=S(=O)(Nc1ccc(NS(=O)(=O)c2ccccc2)cc1)c1ccccc1 | i | 1.0
O=C(Nc1nc(OCCN2CCCC2=O)cnc1/C=C\c1ccccc1)c1cc2ccccc2s1 | i | 0.8
COCOCCn1cc(CN2CCS(=O)(=O)N(Cc3ccc(-c4ccc(OC)nc4)cc3)C(C(C)C)C2=O)nn1 (configuration not stated) | i | 2.7
CCc1nc2ccc(C(=O)NCc3ccccc3OC)cn2c1N(CC)CCOC | i | 1.0
C[C@H]1Cn2cnc(C(=O)N[C@H](C)c3ccccc3)c2C(=O)N1 | i | 0.5

A portion from further up, as a working copy:
SMILES | Myeloid diff MLP | Myeloid diff MLP GFP+ MAC1+ %
CCc1ccc([C@H]2[C@@H]3C(=O)C[C@@H]4C(=O)N(c5ccccc5)C(=O)[C@@H]4[C@@H]3CN2S(=O)(=O)c2ccc(C)cc2)cc1 | i | 0.2
CCOc1cc(C(=O)Nc2ccc(C(=O)NCCN(CC)CC)cc2)ccc1OCC(=O)N1CCOCC1 | i | 0.7
CC(C)C[C@H]1CNC(=O)C(=O)N1C[C@@H]1CCCN1C[C@H](Cc1ccccc1)N1C[C@H](CC(C)C)N(CCc2ccccc2)C(=O)C1=O | i | 0.7
COc1cc(C(=O)OCC(=O)NCCC2=CCCCC2)cc(OC)c1OC | i | 0.6
Cc1nnc(SCC2=C(C(=O)O)N3C(=O)C(NC(=O)COc4ccccc4)C3SC2)s1 (configuration not stated) | i | 0.5
O=S(=O)(Nc1ccc(NS(=O)(=O)c2ccccc2)cc1)c1ccccc1 | i | 1.0

Additional structures.
SMILES | Myeloid diff MLP | Myeloid diff MLP GFP+ MAC1+ %
CCOC(=O)Nc1ccc2c(CN3CCN(S(=O)(=O)c4ccccc4F)CC3)cc(=O)oc2c1 | i | 1.1
O=C1Nc2cc(C(=O)NCCCN3CCCC3)ccc2S/C1=C/c1cccc(Cl)c1 | i | 2.8
CO[C@H]1CN(C)C(=O)c2ccc(NC(=O)C3CCC3)cc2OC[C@H](C)N(CC2CCCCC2)C[C@@H]1C | i | 2.0
OC[C@@H]1CN(Cc2ccc(-c3ccccc3)cc2)C[C@H](n2cnc3c(NC4CCCC4)ncnc32)O1 | i | 1.0
Clc1cccc(CNc2ccn3nc(-c4ccccc4Cl)cc3n2)c1 | i | 0.9
O=C(N[C@H]1CC[C@H](CCNS(=O)(=O)c2ccc(Cl)cc2)O[C@@H]1CO)c1cccc(F)c1 | i | 3.1
COc1cccc(CN2CCC2(C)C(=O)NCc2cccc(C(F)(F)F)c2)c1OC (configuration not stated) | i | 0.5
CN1CCN(C(=O)C[C@@H]2CC[C@@H]3[C@H](COC[C@@H](O)CN3Cc3cccc(Cl)c3)O2)CC1 | i | 1.1
COc1ccc(-c2ccc(-c3cc(=O)oc4c(C(C)C)ccc(C)c34)cc2)cc1 | i | 0.4
CCOC(=O)[C@]12CCC=C1N(Cc1ccc3c(c1)OCO3)C(=O)[C@H](CC(=O)NCc1ccc(C)o1)C2 | i | 1.4
CCCCNC(=O)c1nc(C2CCN(S(=O)(=O)c3c(OC)cccc3OC)CC2)oc1-c1ccccc1 | i | 5.8
Cc1ccc2nc(C3CCCCC3)c(Cc3ccsc3)n2c1 | i | 0.7
CCCCCCCCN1C(=O)[C@H](CC(=O)NCc2cccc(C(F)(F)F)c2)C[C@@]2(C(=O)OC)CCCCC=C12 | i | 1.2
COC(=O)[C@]12CCCCC=C1N(Cc1cccc3ccccc13)C(=O)[C@H](CC(=O)NCc1ccc(C)o1)C2 | i | 1.3
NC(Cc1ccc(Cl)cc1)c1csc(NC(=O)NCCc2ccccc2)n1 (configuration not stated) | i | 0.4
O=C(Nc1ncccc1O)c1cccc(S(=O)(=O)N2CCN(c3ccc(F)cc3)CC2)c1 | i | 0.8
Cn1c(=O)c2[nH]c(C=Cc3ccc4c(c3)OCO4)nc2n(C)c1=O | i | 0.4
CCN(CC(=O)NC(C)(C)C)C(=O)c1cccc(S(=O)(=O)N2CC3(C)CC2CC(C)(C)C3)c1 (configuration not stated) | i | 0.7
Cc1c(C(=O)NCc2ccc(Cl)c(Cl)c2)sc(=O)n1Cc1cccc(F)c1 | i | 4.5
C=CCN(CC=C)c1ncnc2[nH]ncc12 | i | 0.7
COc1ccc([C@@H]2C[C@H]3[C@@H](CN2S(=O)(=O)c2ccccc2)C(=O)C[C@@H](c2ccc(C)cc2)N3S(=O)(=O)c2ccc(C)cc2)cc1 | i | 0.4
CC1C(=O)N(Cc2cn(CCC3OCCO3)nn2)CCS(=O)(=O)N1Cc1ccc(-c2ccc(F)cc2)cc1 (configuration not stated) | i | 0.6
COc1ccccc1C=C1SC(=S)NC1=O | i | 1.5
C#CCOCCOCCOCCNc1nc(N2CCN(C(=O)Cn3cc(CC(C)O)nn3)CC2)nc(N2CCN(C(=O)[C@H]([C@@H](C)O)n3cc(CCCCN)nn3)CC2)n1 (some centres not stated) | i | 1.3
OC[C@@H]1CN(Cc2ccc3c(c2)OCO3)C[C@H](n2cnc3c(NCc4ccc(F)cc4)ncnc32)O1 | i | 0.7
Cc1ccc(NC(=O)c2ncn(CCCN3CCN(Cc4cccc5ccccc45)CC3)n2)cc1C | i | 0.3
Clc1ccc(-c2nc3ccc(Cl)cn3c2Cc2cccc(Cl)c2)cc1 | i | 0.4
CCOc1ccc(CNC(=O)C2CCCN(S(=O)(=O)N3CCC(C)CC3)C2)cc1OC (configuration not stated) | i | 1.3
CCCC(C)(C)C(=O)N1CCC1(C)C(=O)NS(=O)(=O)c1cccc(Cl)c1 (configuration not stated) | i | 1.0
Cc1ccccc1-c1cnc(C(O)c2ccc(-c3ccccc3)cc2)[nH]1 (configuration not stated) | i | 1.9
CC(=O)C1=C(O)C(CSCc2ccccc2)N(C)C1=O (configuration not stated) | i | 1.1
Cc1cc(N)nc(=O)n1C1CC(O)C(CO)O1 (configuration not stated) | i | 0.4
COc1cc(C(=O)N2CCCCC2c2cc(C(=O)N3CCOCC3)no2)cc(OC)c1C (configuration not stated) | i | 2.0
Cc1ccsc1CNC(=O)C1(C)CCCN1CC(C)C (configuration not stated) | i | 0.9
COc1cccc(NC(=S)NC(Cc2ccccc2)c2ccccc2)c1 (configuration not stated) | i | 0.2
N#CCC1(O)C(=O)N(Cc2ccccc2)c2ccccc21 (configuration not stated) | i | 1.1
O=C(NCc1ccccc1)Nc1nnc([C@@H]2C[C@H](O)[C@@H](CO)O2)s1 | i | 1.3
Nc1ncnc2c1ncn2[C@@H]1O[C@H](C(=O)N2CCC(F)(F)CC2)[C@@H](O)[C@H]1O | i | 0.5
N#CC(=C1C=CC(=NO)C(Cl)=C1)c1ccc(Cl)cc1 | i | 0.8
Nn1c(SCC(=O)NCC2CCCO2)nnc1-c1cc(Cl)ccc1Cl (configuration not stated) | i | 0.9
CCN1CCC(O)(C(C(=O)OC)c2ccccc2)CC1 (configuration not stated) | i | 0.8
CN(CC(=O)NC(=O)NC1CCCCC1)CC(=O)Nc1ccccc1C(F)(F)F | i | 1.1
CC12CCC(=O)CC1CCC1C2CCC2(C)C1CCC2(O)C(=O)CO (configuration not stated) | i | 1.1
CC1(C(=O)Nc2ccc3c(c2)OCCO3)CCN1C(=O)CC1CCCC1 (configuration not stated) | i | 0.3
C#CC(C)(O)C1CC(CC(=O)O)C1(C)C (configuration not stated) | i | 1.0
CCOC(=O)C1CC2=C(CC(C)(C)CC2=O)N(CCOC)C1=O (configuration not stated) | i | 1.1
CCCCNC(=O)C1(C)CCN1C(=O)c1cc(C)n(C(C)(C)C)n1 (configuration not stated) | i | 0.5
CCOC(=O)C1CCCCN1C(=O)c1cc2ccc(OC)cc2c2cc(OC)c(OC)cc12 (configuration not stated) | i | 0.4
COc1cc(CN2C[C@@H](CO)O[C@@H](n3cnc4c(N5CCN(c6ccccc6)CC5)ncnc43)C2)cc(OC)c1OC | i | 1.1
COc1cccc(CNC(=O)c2cc(S(=O)(=O)N3CCCCC3)ccc2C)c1 | i | 2.6
NC(c1ccccc1)c1csc(NC(=O)Nc2ccc(OC(F)(F)F)cc2)n1 (configuration not stated) | i | 0.7
COc1cc(C=C2CCCC(=Cc3ccc(OCC4CO4)c(OC)c3)C2=O)ccc1OCC1CO1 (configuration not stated) | ? | .
O=C(NCc1ccc(F)cc1F)[C@@H]1CCCN1C(=O)[C@@H]1CCCN1 | i | 1.0
CC(C)C[C@H]1CN([C@@H](Cc2ccccc2)CN2CCCC2CN2C(=S)NC[C@@H]2Cc2ccccc2)C(=S)N1CC1CCCCC1 (some centres not stated) | i | 2.0
Cc1nc2c(N)nn(C)c2nc1C | i | 0.7
O[C@@H]1CN(Cc2cccs2)[C@@H](c2ccc(Cl)cc2)C[C@H]1n1cc(C2CC2)nn1 | i | 2.7
COc1ccc(NC(=O)c2cc(C3CCCCN3C(=O)c3cc(C(C)(C)C)nn3C)on2)c(C)c1 (configuration not stated) | i | 1.6
COCC1CCN(C(=O)c2cc(COc3ccc(OC)cc3Cl)on2)C1 (configuration not stated) | i | 0.4
NC1=NC(=O)C(c2ccccc2)(c2ccccc2)S1 | i | 0.9
CC(C)CNC(=O)c1ccc(-c2ccc(F)c(F)c2)c2ccoc12 | i | 1.5

Remaining list, next part
SMILES | Myeloid diff MLP | Myeloid diff MLP GFP+ MAC1+ %
Cc1ccc([C@H]2N[C@]3(CCCN(Cc4ccc(C(F)(F)F)cc4)C3=O)[C@H]3C(=O)N(Cc4ccccc4)C(=O)[C@@H]23)cc1 | i | 2.2
O=C(OCc1cn([C@@H]2C[C@H](c3ccc(Cl)cc3)N(Cc3cccs3)C[C@H]2O)nn1)c1ccccc1 | i | 1.0
CCN(CC)C(=O)C1=C(C)N(Cc2ccc(F)cc2)C(=O)C(CC(=O)NCCc2ccccn2)C1 (configuration not stated) | i | 0.8
Cn1cnc2nc[nH]c2c1=O | i | 2.0
CCCCCCCCN1C(=O)[C@H](CC(=O)NCCC(C)C)C[C@@]2(C(=O)OC)CCCCC=C12 | i | 1.1
COc1ccc(C2CCc3cc4c(cc3C2=NOC(C)=O)OCO4)cc1OC (configuration not stated) | i | 1.1
COc1ccccc1/C=N/Nc1nc(C)cc(=O)[nH]1 | i | 1.1
CC(C)(C)CNC(=O)c1cc2c(Br)ccc(Br)c2nc1N | i | 1.1
COC(=O)c1cc(C)nc(Nc2nc(C(N)Cc3ccc(F)cc3)cs2)n1 (configuration not stated) | i | 1.7
COCCNc1nc(Oc2cccc(NC(C)=O)c2)c2sc(-c3ccccc3)cc2n1 | ? | .
O=C(C[C@H]1C(=O)N(CCc2ccccc2)C[C@@H]1Cc1ccccc1)Nc1ccc(Br)cc1 | i | 0.5
CCCCCCN1C[C@H](n2cc(C3CC3)nn2)[C@@H](O)C[C@@H]1c1ccc(Cl)cc1 | i | 0.9
CCCCC1Cc2[nH]c(=S)[nH]c(=O)c2C(c2ccc(F)cc2)O1 (configuration not stated) | i | 0.1
COC(=O)C[C@@H]1C[C@H]2c3cc(N(C)C)ccc3O[C@H]2[C@H](CO)O1 | i | 0.1
Nc1ncnc2c1ncn2C1OCC(O)C1O (configuration not stated) | i | 1.1
Cc1cc(Br)ccc1NC(=O)CN(C)C(=O)c1ccccc1OCc1c(C)noc1C | i | 1.1
CCc1ccccc1NS(=O)(=O)c1cc2c3c(c1)CCN3C(=O)CC2 | i | 0.6
O=[N+]([O-])c1ccc(C(S(=O)(=O)Cc2ccccc2)S(=O)(=O)Cc2ccccc2)cc1 | i | 0.9
C[C@@H]1CN([C@H](C)CO)S(=O)(=O)c2ccc(C#CCN(C)C)cc2O[C@@H]1CN(C)Cc1ccccc1F | i | 0.7
CC1=C(C(=O)O)CC(S(=O)(=O)O)C1(C)C (configuration not stated) | i | 0.8
CCCCNC(=O)C1(C)CCCCN1C(=O)c1cccc(OC(F)(F)F)c1 (configuration not stated) | i | 1.0

Some of the compounds tested; count on the stated rates, not on these rows.
